Screening results from PubChem BioAssay.
TROY signal inh: blocks TROY-dependent signaling in reporter cells. Q293 LMP1-TROYcd NF-kB luciferase reporter, 4 h. inhibition, % at 10 µM. 360,000 tested, 0.98% active. AID 1347056;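 active = compounds whose plate-normalised and pattern-corrected inhibition of the luciferase reporter signal at the single screening dose is 50% or more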
NR2E3 ag-1: agonists of human nuclear receptor NR2E3; GST-NR2E3/biotin-RetCOR TR-FRET, 1536-well; inhibition of corepressor binding, % at 4.78 µM; 320,000 tested, 0.12% active; AID 2300;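 active = percent inhibition above the cutoff of mean plus 3 SD of all tested compounds, set per screening campaign, cut at about 20% in these data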;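 also: 0% = DMSO wells and 100% = biotin wells as full block of FRET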
Target sequence (Q9Y5X4 whole entry, looked up): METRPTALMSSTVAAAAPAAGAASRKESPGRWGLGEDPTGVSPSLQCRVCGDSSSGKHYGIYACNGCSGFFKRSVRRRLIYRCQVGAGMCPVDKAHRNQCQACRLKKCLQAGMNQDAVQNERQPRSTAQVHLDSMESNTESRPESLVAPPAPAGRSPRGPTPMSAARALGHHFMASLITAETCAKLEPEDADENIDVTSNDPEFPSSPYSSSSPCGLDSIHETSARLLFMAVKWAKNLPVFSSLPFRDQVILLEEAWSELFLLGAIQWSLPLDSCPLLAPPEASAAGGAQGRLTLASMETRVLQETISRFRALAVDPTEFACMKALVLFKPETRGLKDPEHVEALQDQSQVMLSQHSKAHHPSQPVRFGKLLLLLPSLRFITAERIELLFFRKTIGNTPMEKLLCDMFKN
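Material: NR2E3–RetCOR corepressor complex | Quantity: 1.35 nM GST-tagged NR2E3 final | Schedule: 5 h at 4 °C | Replication: Singlicate compound wells | Reagent: RetCOR corepressor, biotinylated, 7 nM | Controls: Biotin wells as high control, 0.6% DMSO wells as low control | Signal: TR-FRET, Eu(K)-anti-GST donor, streptavidin-D2 acceptor, ex 340, em 617/671 nm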
TRAIL sens C8: sensitizes caspase-8 expressing cells to TRAIL. NB7+C8 cells + TRAIL, ATPlite viability luminescence. inhibition (viability loss, TRAIL sensitization), % at 10 µM. 360,000 tested, 1% active. AID 624354;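 active = compounds causing at least 50% loss of cell viability in the single-dose screen, relative to plate controls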
TWEAK Fn14 block: TWEAK-Fn14 signaling inhibition; TWEAK-stimulated Fn14 reporter cells, luciferase luminescence, 8 h; inhibition, % at 10 µM; 360,000 tested, 2% active; in the data active = inhibition above about 50%
TRPM1 prom inh: MITF TRPM1 promoter inhibition in SK-MEL-5 cells; SK-MEL-5 TRPM1 promoter luciferase, 24 h; inhibition, % at 12.5 µM; 330,000 tested, 0.83% active;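 active = mean inhibition across replicates of 60% or more, whatever share of single replicates reaches that level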; also: values of inactives mirror those of a sister screen read the other way
CF NFkB inh: blocks PAF-induced NF-kB reporter in cystic fibrosis cells; KKLEB NF-kB-GFP reporter, GFP fluorescence overnight; inhibition, % at 5 µM; 360,000 tested, 0.86% active;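 active = at least 50% inhibition at 5 µM, scaled per plate between neutral and stimulator controls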;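 also: PAF is a Pseudomonas aeruginosa culture filtrate used as stimulus; plate controls were PAF-stimulated DMSO wells for no effect and unstimulated DMSO wells for full effect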
KKLEB cytotox: reduces viability of KKLEB cystic fibrosis airway cells; 360,000 tested, 0.36% active; AID 602141; activity change (cytotoxicity), % at 5 µM; KKLEB CF airway cells viability, ATPlite luminescence, overnight; stronger effect = lower value; cells stimulated with P. aeruginosa culture filtrate;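 active = corrected activity change at or below -50% at 5 µM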
NR2E3 ag-2: human photoreceptor-specific nuclear receptor agonism | Q9Y5X4 | CHO-S Gal4-NCOR/VP16-NR2E3 two-hybrid, luciferase | inhibition of corepressor binding, % at 3.98 µM | 360,000 tested, 0.35% active | AID 602229;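 active = inhibition above the mean of all tested compounds plus 3 SD, cut at about 70% in these data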;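 also: 0% = DMSO with NR2E3 transfected cells and 100% = cells lacking NR2E3 construct; higher means lower luciferase signal from less NR2E3 corepressor binding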
Shn3 inh set2: reduces Shn3 3'UTR luciferase signal in osteoblasts | 360,000 tested, 0.52% active | Clone20 osteoblast Shn3 3'UTR firefly luciferase, 24 h | inhibition, % at 12.5 µM | AID 588674;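 active = mean inhibition of at least 75% with every replicate also reaching 75%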;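 also: 0% = median of neutral control wells and 100% = pilot-screen positive control compound; some compounds past the cut are filed as inactive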
HIF-2a block: HIF-2a inhibition | 786-0 RCC cells HIF-2a reporter, luciferase luminescence, overnight | inhibition, % at 18.8 µM | 360,000 tested, 0.72% active;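 active = inhibition of the luminescence signal of 40% or more relative to plate controls, in a single-dose primary screen at 18.75 µM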
Peg3 prom inh: reduces Peg3 promoter-driven luciferase expression in HeLa; 360,000 tested, 1.7% active; inhibition, % at 20 µM; AID 588405; HeLa PEG-Prom luciferase reporter, luminescence, overnight;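 active = inhibition of at least 50% at 20 µM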
* marks the source's active call; other numbers are inactive results. A portion of the library; count on the stated rates, not on these rows.

`O=C(COC(=O)c1ccc2ncsc2c1)Nc1ccc(OC(F)(F)F)cc1` gave TROY signal inh -11, TRAIL sens C8 -17, TWEAK Fn14 block 27, TRPM1 prom inh -8, CF NFkB inh 52*, KKLEB cytotox 6, NR2E3 ag-2 -41, Shn3 inh set2 -11, HIF-2a block -21 and Peg3 prom inh -16.
For CCOC(=O)c1ccc(NC(=O)[C@@H](NC(N)=O)C(C)C)cc1 the results were TROY signal inh 15, NR2E3 ag-1 1, TRAIL sens C8 4, TWEAK Fn14 block -1, TRPM1 prom inh -4, CF NFkB inh 6, KKLEB cytotox -1, NR2E3 ag-2 -8, Shn3 inh set2 -7, HIF-2a block -6 and Peg3 prom inh 1.
For CC(CC(=O)NCc1ccco1)S(=O)(=O)c1ccc2c(c1)CCN2C(=O)C1CC1 (stereo unspecified) the results were TROY signal inh 3, NR2E3 ag-1 1, TRAIL sens C8 16, TWEAK Fn14 block -1, TRPM1 prom inh 4, CF NFkB inh 3, KKLEB cytotox 14, NR2E3 ag-2 11, Shn3 inh set2 1, HIF-2a block 8 and Peg3 prom inh 14.
CC(C)(C)c1ccc(OC(=O)N2CCOCC2)cc1 was read as TROY signal inh -58, NR2E3 ag-1 -2, TRAIL sens C8 -6, TWEAK Fn14 block -31, TRPM1 prom inh -61, CF NFkB inh -15, KKLEB cytotox -5, NR2E3 ag-2 -84, Shn3 inh set2 -46, HIF-2a block -223 and Peg3 prom inh -223.
Screening COc1ccc(OCC(O)CNC(=O)c2ccc(Br)cc2)cc1 (stereo unspecified) returned TROY signal inh -8, NR2E3 ag-1 -5, TRAIL sens C8 2, TWEAK Fn14 block -2, TRPM1 prom inh -8, CF NFkB inh 5, KKLEB cytotox 1, NR2E3 ag-2 1, Shn3 inh set2 12, HIF-2a block 12 and Peg3 prom inh 6.
Cc1cc(C(=O)COC(=O)/C=C/c2cccc(Br)c2)c(C)n1C was read as TROY signal inh 1, TRAIL sens C8 -12, TWEAK Fn14 block 8, TRPM1 prom inh -23, CF NFkB inh 14, KKLEB cytotox -11, NR2E3 ag-2 -1, Shn3 inh set2 5, HIF-2a block 6 and Peg3 prom inh -28.
Screening CC1Cc2cc(S(=O)(=O)N3CCC(C(N)=O)CC3)ccc2N1C(=O)C1CC1 (stereo unspecified) returned TROY signal inh 5, NR2E3 ag-1 1, TRAIL sens C8 19, TWEAK Fn14 block 4, TRPM1 prom inh -3, CF NFkB inh -5, KKLEB cytotox 5, NR2E3 ag-2 -78, Shn3 inh set2 -1, HIF-2a block 3 and Peg3 prom inh -8.
For CC1(C(=O)NS(=O)(=O)c2ccc(F)cc2F)CCN1C(=O)Cc1ccc(Cl)cc1Cl (stereo unspecified) the results were TROY signal inh -11, TRAIL sens C8 -8, TWEAK Fn14 block -8, CF NFkB inh -6, KKLEB cytotox 2, NR2E3 ag-2 -1, Shn3 inh set2 7, HIF-2a block 4 and Peg3 prom inh 5.
`CCCCN(C)CCNC(=O)c1ccc(Cn2c(=S)[nH]c3ccc(Br)cc3c2=O)cc1` gave TROY signal inh -4, NR2E3 ag-1 0, TRAIL sens C8 -15, TWEAK Fn14 block -37, TRPM1 prom inh -23, CF NFkB inh 24, KKLEB cytotox -11, NR2E3 ag-2 24, Shn3 inh set2 -23, HIF-2a block -8 and Peg3 prom inh -2.
`CSc1ccc(/C=C/C(=O)N2CCN(c3ccccn3)CC2)cc1` gave TROY signal inh -8, NR2E3 ag-1 -1, TRAIL sens C8 20, TWEAK Fn14 block -9, TRPM1 prom inh 4, CF NFkB inh -10, KKLEB cytotox 19, NR2E3 ag-2 -11, Shn3 inh set2 17, HIF-2a block -108 and Peg3 prom inh -47.
For CCN1CCN(C(c2cccs2)C(C)NC(=O)c2cccc(OC)c2)CC1 (stereo unspecified) the results were TROY signal inh 1, NR2E3 ag-1 6, TRAIL sens C8 -5, TWEAK Fn14 block -7, CF NFkB inh -12, KKLEB cytotox 4, NR2E3 ag-2 -12, Shn3 inh set2 -8, HIF-2a block -4 and Peg3 prom inh 1.
Cc1cc(NC(=O)C2CC(=O)N(c3cccc(C)c3C)C2)no1 (stereo unspecified) was read as TROY signal inh -20, NR2E3 ag-1 3, TRAIL sens C8 0, TWEAK Fn14 block 2, TRPM1 prom inh -7, CF NFkB inh -10, KKLEB cytotox 6, NR2E3 ag-2 7, Shn3 inh set2 -9, HIF-2a block 6 and Peg3 prom inh 2.
`Cc1ccccc1C(=O)Nc1nnc(SC(C)C)s1` gave TROY signal inh -20, NR2E3 ag-1 -7, TRAIL sens C8 -11, TWEAK Fn14 block -18, TRPM1 prom inh -35, CF NFkB inh -6, KKLEB cytotox 7, NR2E3 ag-2 -93, Shn3 inh set2 -18, HIF-2a block -182 and Peg3 prom inh -154.
Cc1ccc2c(c1)C1CN(C)CCC1N2S(=O)(=O)c1ccc(C(C)C)cc1 (stereo unspecified) was read as TROY signal inh -5, NR2E3 ag-1 3, TRAIL sens C8 5, TWEAK Fn14 block -9, TRPM1 prom inh -12, CF NFkB inh 2, KKLEB cytotox -4, NR2E3 ag-2 -27, Shn3 inh set2 -2, HIF-2a block -1 and Peg3 prom inh 3.
Screening O=C(O)CCC(=O)Nc1ccc(-c2nnc(-c3ccco3)o2)cc1 returned TROY signal inh -10, NR2E3 ag-1 2, TRAIL sens C8 3, TWEAK Fn14 block 7, TRPM1 prom inh 1, CF NFkB inh 0, KKLEB cytotox -3, NR2E3 ag-2 -14, Shn3 inh set2 5, HIF-2a block 0 and Peg3 prom inh 4.
Screening CCC(C(=O)NCc1ccccc1OC)n1nc(C)n2c(cc3occc32)c1=O (stereo unspecified) returned TROY signal inh 8, NR2E3 ag-1 2, TRAIL sens C8 13, TWEAK Fn14 block 9, TRPM1 prom inh -2, CF NFkB inh 0, KKLEB cytotox 1, NR2E3 ag-2 -1, Shn3 inh set2 8, HIF-2a block 3 and Peg3 prom inh 5.
Screening COc1ccc(NC(=O)CC(NCc2ccccn2)C(=O)O)cc1 (stereo unspecified) returned TROY signal inh -4, NR2E3 ag-1 3, TRAIL sens C8 1, TWEAK Fn14 block -8, TRPM1 prom inh 9, CF NFkB inh 6, KKLEB cytotox 16, NR2E3 ag-2 -11, Shn3 inh set2 11, HIF-2a block 8 and Peg3 prom inh 8.
Screening CCCCC1(C(=O)OC)NC(c2ccc(O)cc2)C2C(=O)N(c3ccccc3)C(=O)C21 (stereo unspecified) returned TROY signal inh 6, NR2E3 ag-1 1, TRAIL sens C8 13, TWEAK Fn14 block -14, TRPM1 prom inh 4, CF NFkB inh 6, KKLEB cytotox -3, NR2E3 ag-2 8, Shn3 inh set2 18, HIF-2a block 21 and Peg3 prom inh 7.
Screening Cc1ccc(C(=O)Nc2cccc(C(F)(F)F)c2)cc1NC(=O)c1c[nH]c2cc(C(F)(F)F)ccc2c1=O returned TROY signal inh -12, TRAIL sens C8 1, TWEAK Fn14 block -3, TRPM1 prom inh 1, CF NFkB inh 18, KKLEB cytotox 15, NR2E3 ag-2 -2, Shn3 inh set2 -15, HIF-2a block -1 and Peg3 prom inh 1.
Screening Cc1[nH]n2c(=O)cc(-c3ccc([N+](=O)[O-])cc3)nc2c1-c1ccccc1 returned TROY signal inh 3, NR2E3 ag-1 -1, TRAIL sens C8 9, TWEAK Fn14 block -80, TRPM1 prom inh -4, CF NFkB inh 22, KKLEB cytotox -11, NR2E3 ag-2 97*, Shn3 inh set2 -5, HIF-2a block 13 and Peg3 prom inh 58*.

Compounds from the list above that contain an aryl thioether with sulfur outside any ring (2):
`CSc1ccc(/C=C/C(=O)N2CCN(c3ccccn3)CC2)cc1` gave TROY signal inh -8, NR2E3 ag-1 -1, TRAIL sens C8 20, TWEAK Fn14 block -9, TRPM1 prom inh 4, CF NFkB inh -10, KKLEB cytotox 19, NR2E3 ag-2 -11, Shn3 inh set2 17, HIF-2a block -108 and Peg3 prom inh -47.
`Cc1ccccc1C(=O)Nc1nnc(SC(C)C)s1` gave TROY signal inh -20, NR2E3 ag-1 -7, TRAIL sens C8 -11, TWEAK Fn14 block -18, TRPM1 prom inh -35, CF NFkB inh -6, KKLEB cytotox 7, NR2E3 ag-2 -93, Shn3 inh set2 -18, HIF-2a block -182 and Peg3 prom inh -154.

The results go on.
Screening COc1ccc(CN2CCC(n3nccc3NC(=O)C3CC3)CC2)c(OC)c1OC returned TROY signal inh 9, NR2E3 ag-1 1, TRAIL sens C8 -12, TWEAK Fn14 block 6, TRPM1 prom inh 3, CF NFkB inh 3, KKLEB cytotox -2, NR2E3 ag-2 -18, Shn3 inh set2 8, HIF-2a block 9 and Peg3 prom inh 2.
`C#CCOCCOCCOCCNc1nc(N2CCN(C(=O)[C@H](C(C)C)n3cc(CCO)nn3)CC2)nc(N2CCN(C(=O)[C@H]([C@@H](C)CC)n3cc(CCCCN)nn3)CC2)n1` gave TROY signal inh -3, NR2E3 ag-1 -1, TRAIL sens C8 -8, TWEAK Fn14 block -4, TRPM1 prom inh 8, CF NFkB inh -9, KKLEB cytotox 9, NR2E3 ag-2 5, Shn3 inh set2 -11, HIF-2a block 8 and Peg3 prom inh -10.
COC(=O)c1[nH]c2cccc(OC)c2c1NC(=O)CN1CCC(C(N)=O)(N2CCCCC2)CC1 was read as TROY signal inh 7, NR2E3 ag-1 0, TRAIL sens C8 -17, TWEAK Fn14 block -24, TRPM1 prom inh 9, CF NFkB inh -14, KKLEB cytotox -10, NR2E3 ag-2 23, Shn3 inh set2 -2, HIF-2a block -9 and Peg3 prom inh 4.
CCC(C(=O)NC1CCCCC1)N(Cc1cccs1)C(=O)c1snc(C(N)=O)c1N (stereo unspecified) was read as TROY signal inh -5, NR2E3 ag-1 1, TRAIL sens C8 -3, TWEAK Fn14 block 6, TRPM1 prom inh 8, CF NFkB inh -11, KKLEB cytotox 13, NR2E3 ag-2 -18, Shn3 inh set2 16, HIF-2a block 19 and Peg3 prom inh 13.
`CCCCNC(=O)CS(=O)Cc1nc(-c2ccc(C)cc2)oc1C` (stereo unspecified) gave TROY signal inh 7, NR2E3 ag-1 -1, TRAIL sens C8 -6, TWEAK Fn14 block 16, CF NFkB inh -16, KKLEB cytotox 14, NR2E3 ag-2 -8, Shn3 inh set2 14, HIF-2a block 4 and Peg3 prom inh 7.
For CC(=O)N1CCN(c2ccc([N+](=O)[O-])c(NCc3cccnc3)c2)CC1 the results were TROY signal inh -21, NR2E3 ag-1 3, TRAIL sens C8 -9, TWEAK Fn14 block -15, TRPM1 prom inh 1, CF NFkB inh 7, KKLEB cytotox -6, NR2E3 ag-2 -13, Shn3 inh set2 7, HIF-2a block 11 and Peg3 prom inh 16.
`COc1cccc(NC(=O)NC2CCN(Cc3nnnn3Cc3ccc(F)cc3)CC2)c1` gave TROY signal inh 4, NR2E3 ag-1 -1, TRAIL sens C8 -5, TWEAK Fn14 block -5, TRPM1 prom inh 14, CF NFkB inh -7, KKLEB cytotox -30, NR2E3 ag-2 -10, Shn3 inh set2 6, HIF-2a block -5 and Peg3 prom inh 10.
